Compound activity (PubChem)
Pf Dd2 growth – Plasmodium falciparum Dd2 growth inhibition; P. falciparum Dd2 growth, SYBR Green, 72 h; Potency, µM (doses to about 28.9 µM), for inactives: at the highest dose activity, negative = inhibition, hits mostly inhibitors; 120,000 tested, 4.3% active; AID 1347417; active = well fitted inhibition curve with a large enough effect; inconclusive = small, poorly fitted or top-dose-only effect; inactive = no such curve, though single readings can be large or run the other way;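 also: plate controls were DMSO vehicle for no effect and reference drug for full effect; nearly all actives have a fitted effect of over 65% in size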
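Readout: SYBR Green fluorescence, 485 nm excitation, 535 nm emission, after ~16 h lysis at 37C. Before that, Dd2-infected red cells (2.5% hematocrit) grew 72 h with compound, 29 uM top final concentration.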
An asterisk follows results filed as active; i = inactive; ? = inconclusive; [ ] = remark or other dose. Potency is read from the fitted curve at half-maximal effect. Some of the compounds tested; rates above refer to the full screens.

SMILES	Pf Dd2 growth
Cc1ccc(NC(=O)CN2C(=O)CN=C(c3ccccc3)c3ccccc32)cc1Cl	-24%
COCCOCC(=O)N1CC(Oc2ccc(-c3noc(-c4ccccc4)n3)cc2)C1	-17%
C[C@H]1[C@@H]2[C@@H](O)C([C@H](C)C(=O)NCc3ccccc3)CC[C@@]2(C)CC[C@@H]1NC(=O)C1CCCCC1 (stereo partly specified)	i
CCCCCNc1ncnc2c1CN(c1ccc(Cl)cc1)C(=O)CN2C	-25%
Cc1ccc(N2CCN(C(=O)c3cc4n(n3)CC(c3ccc(Cl)cc3)OC4)CC2)c(C)c1 (stereo unspecified)	i
CCOC(=O)c1noc2nc(C)n(CC(=O)NC(C)CC)c(=O)c12 (stereo unspecified)	?
Fc1ccc(CN2CCn3c(nnc3C3CCCNC3)C2)cc1 (stereo unspecified)	-8%[44.1 µM]
COc1cccc(S(=O)(=O)N2CCC3(C2)C(=O)Nc2ccccc23)c1 (stereo unspecified)	?
O=C(NCCc1ccc(Cl)cc1)c1nc(-c2cccnc2)c2ccccn12	?
COc1ccccc1CNC(=O)CN1CCCC1=O	4%
O=C(C1CC(=O)N(c2n[nH]c3ccccc23)C1)N1CCN(c2ccc(Cl)cc2)CC1 (stereo unspecified)	-12%
COCC(=O)NC[C@H]1Cn2c(-c3ccc(Cl)cc3)cnc2CO1	i
CN(CC(=O)N1CCC(C)(c2noc(C3CC3)n2)CC1)S(=O)(=O)c1ccc2c(c1)oc(=O)n2C	i
COc1ccccc1NC(=O)N1CCc2cc(OC)c(OC)cc2C1CNC(=O)C(C)C (stereo unspecified)	?
Cc1ccccc1N1CCN(C2CCCN(C(=O)c3ccc(-c4ccco4)cc3)C2)CC1 (stereo unspecified)	-18%
Cc1cnc(C(=O)N2CCOc3ccc(CN4CCCCCC4)cc3C2)cn1	i
COc1cccc(N2CCN(C(=O)c3cc4n(n3)CC(c3ccc(Cl)cc3)OC4)CC2)c1 (stereo unspecified)	i
COc1ccc(CNC(=O)CCCN2C(=O)CCn3nc(-c4cn(C)c5ccccc45)cc32)cc1	36%[activator]
CCN1C(=O)C2CC3(CCN(Cc4ccc(C)s4)CC3)CN2C1=O (stereo unspecified)	-6%
O=C(N[C@@H]1CN(c2ncccn2)C[C@H]1CO)c1cc2ccccc2[nH]1	?
Cc1ccc(CNC(=O)NCc2noc3ccc(C)cc23)cc1	-5%
CC(C)NC(=O)C[C@@H]1O[C@H](CNC(=O)C2CC2)[C@@H](O)[C@H]1O	25%[44.1 µM]
Cc1noc(C)c1-c1cc(-c2ccccc2)cn2cncc12	5.6µM*
CC1=C(C(=O)Nc2cccc(Cl)c2)C2(CCCCCC2)OC1=O	i
CCNC(=O)N1CCC[C@@H](O)[C@H](NC(=O)c2ccc(OCCOC)cc2)C1	-28%[44.1 µM]
Cc1ccc2cc(CCC(=O)NCc3ccco3)c(=O)[nH]c2c1	i
Cc1ccc(NC(=O)CN2C(=O)COc3ccc(S(=O)(=O)N4CCCCCC4)cc32)cc1C	-9%
Cc1c(NS(C)(=O)=O)cccc1-c1nc2ccccc2s1	-16%
COc1cccc(C(=O)Nc2cccc(C(=O)OCc3cc(=O)n4nc(C5CC5)sc4n3)c2)c1	?
Cc1nn(C)c(C)c1S(=O)(=O)N[C@@H]1COCC[C@H]1OCc1ccccn1	-9%
COc1ccccc1NC(=O)NC[C@H]1O[C@H](Cc2cc(C(C)(C)C)on2)CC[C@@H]1O	-13%[44.1 µM]
COC[C@@H]1CN(C(=O)c2cccc(C)c2)C[C@H]1c1nc(C2CC2)no1	-12%
Cc1noc(-c2ccc3c(c2)OCO3)c1C(=O)NCCC(c1ccccc1)c1ccccc1	?
COc1ccc(CN2C[C@@H]3C(C(=O)Nc4ccccc4)=NO[C@@H]3C2)cc1OC	i
O=C(NCC(c1ccccc1)c1ccccc1)c1nn(-c2ccccc2F)nc1CO	i
c1ccc(CO[C@@H]2CO[C@H]3[C@@H]2OC[C@@H]3n2nnnc2SCc2ccco2)cc1	2%[44.1 µM]
CCOC(=O)CC1CCCCN1C(=O)CCC1(Cc2ccc(F)cc2)CCC(=O)N1 (stereo unspecified)	-22%
O=C(COc1ccccc1)N(Cc1cccnc1)c1nc2ccc(F)cc2s1	15%
CCc1ccc(O)c(C(=O)c2cnc3cc(-c4ccc(C)cc4)nn3c2)c1	i
Cc1nc(-c2ccccc2OC2CN(C(=O)c3cccc4[nH]ccc34)C2)no1	-20%
O=C(C1CC1)N1CCC2(CC1)CC(N(Cc1ccccc1)C1CC1)CCO2 (stereo unspecified)	?
COc1ccc(CNC(=O)N2CCC3(CC2)CC(N(C(C)=O)C2CC2)CCO3)cc1 (stereo unspecified)	i
COCCCNC(=O)CSc1nc2ccccc2c(=O)n1Cc1ccco1	i
CCN(Cc1ccccn1)C(=O)c1csc2nc(-c3cc(C)ccc3C)cn12	-20%
CC(C)CN1C(=O)COC[C@@H]1[C@H](O)c1ccc(NC(=O)C2CCC2)cc1	?
Cc1noc([C@@H]2CC(F)(F)CN2C(=O)c2ncccc2F)n1	8%
COc1ccc(CN2C(=O)COC[C@H]2C(=O)Nc2ccc(Cl)cc2)c(OC)c1	-13%
COc1ccc2cc(C(=O)N3CCC(Cc4ccc(C(=O)NC5CC5)cc4)CC3)[nH]c2c1	4.5µM*
CCOc1ccc(OCC)c(Nc2nc3ccccc3n3nnnc23)c1	13%
OCCn1cnc2cc(-c3n[nH]c(C4CCOC4)n3)ccc21 (stereo unspecified)	-20%
Going on with the list.
SMILES	Pf Dd2 growth
CCn1ccc2c(OCC(=O)Nc3ccccc3C(F)(F)F)cccc2c1=O	2%
O=C(NCCc1ccncc1)C1CN(Cc2cccnc2)CC12CCOCC2 (stereo unspecified)	-9%
CCOC(=O)c1cnc2ccc(Cl)cc2c1Nc1ccc(OCC)cc1	?
COC(=O)c1cccc(NC(=S)N[C@@H]2C=C[C@@H](c3c(C)nn(-c4ccc(C(C)C)cc4)c3C)C2)c1	?
O=C(c1csc(Cc2ccccc2)n1)N1CC[C@H](CO)[C@@H](O)C1	4%
O=C1NC(=NC2CCCC2)C2(CCN(Cc3ccccc3)C2)N1c1cccnc1 (stereo unspecified)	-3%
COc1cc(=O)n2c(c1C(=O)Nc1ccc(F)c(Cl)c1)CCCC2	51%[activator]
CCn1cc(CN2CCCCC2c2nc(CCOCC3CCOCC3)no2)cn1 (stereo unspecified)	-8%
COc1ccccc1CNC(=O)CCCN1C(=O)CCn2nc(-c3cn(C)c4ccccc34)cc21	?
CCn1nc(C)c(CNC(=O)c2ccc(N3CC4CC(C3)[C@H]3CCCC(=O)N3C4)nc2)c1C (stereo partly specified)	-2%
O=C(CCn1ccn2nc3c(c2c1=O)CCCC3)NCCCc1ccccc1	-19%
CCOCCN1C(=O)NC(c2ccccc2)C2=C1COC2=O (stereo unspecified)	-4%
Cc1ccc(NC(=O)CCS(=O)(=O)c2ccc(Br)cc2)c(C)c1	?
C[C@H]1[C@@H]2[C@@H](O)C([C@H](C)C(=O)NCc3ccc(F)cc3)CC[C@@]2(C)CC[C@@H]1NC(=O)c1ccccc1 (stereo partly specified)	?
Cc1ncsc1C(=O)NC1CC(c2cc(=O)[nH]c(N3CCCC3)n2)C1 (stereo unspecified)	i
Cc1ccc(CN(Cc2ccco2)C(=O)c2ccc(Cl)cc2)o1	1%
O=C(CCc1cc2ccccc2[nH]c1=O)NCc1ccco1	-12%
O=C(Nc1ccc(-c2nc3ccccc3o2)c(O)c1)c1ccccc1	i
COc1ccc(-c2nc3ccc(NS(=O)(=O)c4ccc(C)cc4)cc3o2)cc1	?
Cc1cc(C[C@@H]2COC[C@@H]2NC(=O)c2ccccc2-c2ccc(F)cc2)on1	3%
O=C(O)c1ccc(-c2ncccn2)cc1	?
COc1ccccc1CNC(=O)CSC1=Nc2ccccc2N=C(c2ccc(F)cc2)C1	?
CCc1cccc(NC(=O)C2CCN(C(=O)c3nnn4c3COC(c3ccc(C)cc3)C4)CC2)c1 (stereo unspecified)	?
CNC(=O)c1cn2c(n1)CN(C(C)=O)CC2	18%[44.1 µM]
O=C(N[C@@H](Cn1cc(Cl)c(=O)[nH]c1=O)C(=O)O)C1CCCCC1	?
CCc1nc(-c2c3n(c(=O)n(CC(=O)Nc4cccc(F)c4)c2=O)CCCCC3)no1	?
CS(=O)(=O)N1CCc2cc(C(=O)N3CCN(c4cccc(Cl)c4)CC3)ccc21	-4%
Cc1cc(C)c(NC(=O)C2CCN(C(=O)N3CC(C)Oc4ccc(Cl)cc43)CC2)c(C)c1 (stereo unspecified)	?
CCc1cccc2c(C(CC(=O)NCCc3ccccc3)c3cccc4c3OCO4)c[nH]c12 (stereo unspecified)	i
Cc1cc(C)cc(NC(=O)NCC2CCOCC2)c1	-2%
O=C1NC(=NC2CCCC2)C2(CCN(CC3CCCCC3)C2)N1c1cc(F)cc(F)c1 (stereo unspecified)	?
CSc1ccc(CNC(=O)C2(c3ccc(NS(C)(=O)=O)cc3)CCCCC2)cc1	i
O=C1c2c(nc(COc3ccc4c(c3)OCO4)n2Cc2ccccc2)NCCN1CC1CCOCC1	-14%
O=C(CCC1CCN(Cc2ccc(Cl)s2)CC1)N1CCN(c2ccccc2)CC1	-13%
COCCCNC(=O)CCn1c(=O)c2ccccc2n(CC(=O)Nc2cc(Cl)ccc2OC)c1=O	-5%
COc1ccc(-n2nc3c(N4CCCC(C(=O)NCc5cccc(F)c5)C4)nnc(C)c3c2C)cc1 (stereo unspecified)	11µM*
CC(=O)c1ccc(NC(=O)CCc2c(C)nc3c(c(C)nn3-c3ccc(C)cc3)c2C)cc1	?
O=C(c1nccc2ccccc12)N1CCc2c(nc(-c3ccc(F)cc3)[nH]c2=O)C1	-18%
COc1ccc(C(=O)N2CC3CC(C2)[C@H]2CCCC(=O)N2C3)cc1F (stereo partly specified)	1%
CC1(C(=O)N2CCc3ccccc3C2)CCCCC(=O)N1 (stereo unspecified)	-17%

A run of entries of the results above, as a working copy:
SMILES	Pf Dd2 growth
O=C(N[C@@H](Cn1cc(Cl)c(=O)[nH]c1=O)C(=O)O)C1CCCCC1	?
CCc1nc(-c2c3n(c(=O)n(CC(=O)Nc4cccc(F)c4)c2=O)CCCCC3)no1	?
CS(=O)(=O)N1CCc2cc(C(=O)N3CCN(c4cccc(Cl)c4)CC3)ccc21	-4%
Cc1cc(C)c(NC(=O)C2CCN(C(=O)N3CC(C)Oc4ccc(Cl)cc43)CC2)c(C)c1 (stereo unspecified)	?
CCc1cccc2c(C(CC(=O)NCCc3ccccc3)c3cccc4c3OCO4)c[nH]c12 (stereo unspecified)	i
Cc1cc(C)cc(NC(=O)NCC2CCOCC2)c1	-2%
O=C1NC(=NC2CCCC2)C2(CCN(CC3CCCCC3)C2)N1c1cc(F)cc(F)c1 (stereo unspecified)	?
CSc1ccc(CNC(=O)C2(c3ccc(NS(C)(=O)=O)cc3)CCCCC2)cc1	i
O=C1c2c(nc(COc3ccc4c(c3)OCO4)n2Cc2ccccc2)NCCN1CC1CCOCC1	-14%
O=C(CCC1CCN(Cc2ccc(Cl)s2)CC1)N1CCN(c2ccccc2)CC1	-13%
COCCCNC(=O)CCn1c(=O)c2ccccc2n(CC(=O)Nc2cc(Cl)ccc2OC)c1=O	-5%
COc1ccc(-n2nc3c(N4CCCC(C(=O)NCc5cccc(F)c5)C4)nnc(C)c3c2C)cc1 (stereo unspecified)	11µM*
CC(=O)c1ccc(NC(=O)CCc2c(C)nc3c(c(C)nn3-c3ccc(C)cc3)c2C)cc1	?
O=C(c1nccc2ccccc12)N1CCc2c(nc(-c3ccc(F)cc3)[nH]c2=O)C1	-18%
COc1ccc(C(=O)N2CC3CC(C2)[C@H]2CCCC(=O)N2C3)cc1F (stereo partly specified)	1%
CC1(C(=O)N2CCc3ccccc3C2)CCCCC(=O)N1 (stereo unspecified)	-17%

(continued)
SMILES	Pf Dd2 growth
Cc1ccccc1C(=O)Nc1nc2nc(C)c(C)c(=O)n2[nH]1	12%
Cc1ccc(C(=O)N2CCCN(S(=O)(=O)c3ccccc3)CCC(=O)NCC2)cn1	-21%
CCNc1ncnc2sc3c(c12)CCN(Cc1ccc[nH]1)C3	1µM*
CCOC(=O)c1cccc(NC(=O)N2Cc3ccccc3Oc3ncccc32)c1	26%
CCOc1ccc(-c2nc3ccccc3c(=O)o2)cc1	9%
COCCc1nn2c(=O)cc(COC(=O)COc3ccccc3C)nc2s1	i
O=C(CC1CCOC2(CCN(C(=O)c3ccccc3)CC2)C1)NC1CC1 (stereo unspecified)	42%[activator]
COCCN1Cc2[nH]nc(-c3ccccc3OC)c2CC1=O	4%[44.1 µM]
COc1ccc(CN2CCCC3(CC(c4cccc(C(F)(F)F)c4)=NO3)C2)cc1 (stereo unspecified)	-12%
Cc1ccc(C(=O)NC2CCN(c3cnn(C)c(=O)c3)CC2)cc1C	-5%
O=C1Nc2ccc(-c3cccc(C(F)(F)F)c3)cc2C(=O)N2CCN(C(=O)NC3CCCCC3)C[C@H]12	i
CNC1CCOc2ccccc21 (stereo unspecified)	?
Cc1cc(C(=O)N2CC(c3nnc(-c4ccncc4)o3)C3(CCOCC3)C2)nn1C (stereo unspecified)	-16%
CC1=C(c2ccc(Cl)cc2)S(=O)(=O)N=C1N1CCN(c2cccc(C)c2)C(C)C1 (stereo unspecified)	-9%
COc1ccccc1-c1[nH]nc2ncc(-c3ccccc3F)nc12	-22%[44.1 µM]
COc1ccccc1CCC(=O)N1[C@@H]2CC[C@H]1CC(NC(=O)c1ccncc1)C2 (stereo partly specified)	1%
Cc1ccc(NC(=O)C2CCc3ncc(-c4ccsc4)n3C2)cc1C (stereo unspecified)	?
O=[S+]1([O-])NCC2(CCN(CC3CC3)CC2)Oc2ncccc21	9%
COc1cccc(NC(c2nnc(-c3ccccc3)o2)c2ccc(F)cc2Cl)c1 (stereo unspecified)	10µM*
CCC(=O)NC[C@@H]1CC[C@H]2C[C@@H]1C2(C)C	-24%[44.1 µM]
COc1cccc(CNC(=O)[C@@H]2C[C@@H](O)CN2C2CCN(C(=O)c3nccn3C)CC2)c1	-27%
COc1ccc(C(=O)NCCn2ccn3nc(-c4cc(C)ccc4C)cc3c2=O)cc1OC	?
